Assay outcomes deposited in PubChem by The Scripps Research Institute Molecular Screening Center.
TTR transcr act = activators of transthyretin transcription; SH-SY5Y TTR promoter Gaussia luciferase, luminescence; 100% = recombinant luciferase protein wells; activation, % at 16.7 µM; 92,000 tested, 1.3% active; AID 1117267;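 active = activation above the mean of all tested compounds plus 3 SD, cut at about 9.5% in these data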;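 also: cells exposed to compounds for one day before reading; 0% = median of all test compound wells on the plate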
* = called active by the depositor.

canonical_smiles | TTR transcr act
COc1cccc2c(=O)c(SC(F)(F)C(F)C(F)(F)F)c(C)[nH]c12 (configuration not stated) | -2.3
CCN(c1ccccc1)S(=O)(=O)c1ccc2c(c1)N(C(C)=O)CCS2 | -1.1
COc1cc(OC)c(C(=O)OCC(=O)N(Cc2ccccc2)C(C)(C)C)cc1OC | 1.1
N#C/C(=C\c1ccc2c(c1)OCO2)C(N)=S | -0.8
CCCCOCCCNC(=O)C[C@@H]1C[C@]2(C(=O)OCC)CCC3=C2N(CCC3)C1=O | 0.5
Cc1onc(C(=O)NCc2ccc(F)cc2)c1[N+](=O)[O-] | -0.1
O=C(CCSc1ccccc1)Nc1nccs1 | 2.1
O=C(Cc1cccs1)N1CCC(c2nc3c(nnn3Cc3ccccc3)c(=O)[nH]2)CC1 | -1.8
O=S(=O)(CCN1C=CC(C(F)(F)F)=NCC1)c1ccc(Cl)cc1Cl | 1.5
Cc1nc([N+](=O)[O-])c(C(=O)OCc2ccc(C#N)cc2)n1C | -0.6
CC(=O)c1cccc(Nc2ccc(C#N)cc2)c1 | 1.3
Cc1cc(C)c2c(CN(C)Cc3ccccc3)cc(=O)oc2c1 | 0.6
CCOC(=O)C1CCN(c2nc3ccccc3n2CC(=O)c2ccccc2)CC1 | 1.3
O=C(NCCNC(=O)c1ccccn1)c1ccc(-c2ccccc2)cc1 | -2.0
COc1ccc(OCc2n[nH]c(=S)n2Cc2ccco2)cc1 | 0.2
C[C@H]1CN([C@@H](C)CO)S(=O)(=O)c2ccc(C#CC3(O)CCCC3)cc2O[C@@H]1CN(C)C(=O)Cc1cccnc1 | 0.6

Seven compounds picked at random from those above:
canonical_smiles | TTR transcr act
COc1ccc(OCc2n[nH]c(=S)n2Cc2ccco2)cc1 | 0.2
CC(=O)c1cccc(Nc2ccc(C#N)cc2)c1 | 1.3
CCOC(=O)C1CCN(c2nc3ccccc3n2CC(=O)c2ccccc2)CC1 | 1.3
Cc1nc([N+](=O)[O-])c(C(=O)OCc2ccc(C#N)cc2)n1C | -0.6
O=S(=O)(CCN1C=CC(C(F)(F)F)=NCC1)c1ccc(Cl)cc1Cl | 1.5
C[C@H]1CN([C@@H](C)CO)S(=O)(=O)c2ccc(C#CC3(O)CCCC3)cc2O[C@@H]1CN(C)C(=O)Cc1cccnc1 | 0.6
Cc1cc(C)c2c(CN(C)Cc3ccccc3)cc(=O)oc2c1 | 0.6

Next section
canonical_smiles | TTR transcr act
C/C(=N\Nc1cc(C)nc(-c2ccccc2)n1)c1cccc([N+](=O)[O-])c1 | -1.0
O=C1NC(=Nc2ccc(Cl)cc2)SC1Cc1cccc(Cl)c1Cl (configuration not stated) | -2.6
Cc1ccc(/C=C2/SC(=S)N(CC(=O)Nc3ncc(Cc4ccc(C)cc4)s3)C2=O)cc1 | 4.3
COc1ccc(CNC(=O)CN(C(=O)CCC(=O)Nc2ccccn2)c2cc(C)ccc2C)cc1 | 0.3
O=C(O)[C@H](Cc1ccccc1)NC(=O)C(c1ccccc1)(c1ccccc1)c1ccccc1 | 4.8
COc1ccc(NC(=O)CSc2nc3ccccc3c(=O)n2CCCN2CCCCC2)c(OC)c1 | 2.1
COc1ccc(C2CC(=O)C3=C(C2)Nc2ccccc2N(C(C)=O)C3c2ccco2)cc1 (configuration not stated) | -0.4
O=C(Nc1ccccc1C(F)(F)F)C1CCN(C(=O)Cc2ccccc2)CC1 | 0.1
CSc1n[nH]c(-c2ccc(C(F)(F)F)cc2)n1 | -1.8
OCCN(CCO)CC(O)COCCC12CC3CC(CC(C3)C1)C2 (configuration not stated) | -1.8
CCN1CCN(CCC(=O)Nc2cc(OC)cc(OC)c2)CC1 | 2.1
C[C@H](O)[C@@H]1C(=O)N2CCc3ccc(-c4ccccc4)cc3[C@@H]2C[C@@H]1N(C)C(=O)NC1CCCCC1 | -1.8
COc1ccc(/C=C/C(=O)Nc2ccc(C34CC5CC(CC(O)(C5)C3)C4)cc2)cc1OC | -4.3
CC(C)(C)C1CCc2onc(C(=O)O)c2C1 (configuration not stated) | 0.2
Cc1c(Br)c([N+](=O)[O-])nn1C(C)C(=O)NCc1ccco1 (configuration not stated) | 1.2
Cc1ccc2nc(SCC(=O)Nc3cccc(S(N)(=O)=O)c3)[nH]c2c1 | 3.4
Cc1ccc(C(C)NC(=O)C2CCCC2)cc1C (configuration not stated) | -1.3
CC(=Cc1ccccc1)C=C1SC(=S)N(CCCC(=O)Nc2ccc(C(=O)O)c(O)c2)C1=O | -1.9
O=C(Nc1ccn(Cc2ccccc2)n1)c1ccc(F)cc1 | -1.0
CCN(CC)Cc1c(C(=O)N/N=C/c2ccncc2)nnn1-c1nonc1N | 1.1
CC(C)Cc1cc(CN2CCC(CO)(Cc3cccc(C(F)(F)F)c3)CC2)[nH]n1 | -0.7
O=c1[nH]c2cc3ccccc3cc2nc1-c1nnnn1C1CCCC1 | -0.6
COc1ccccc1N(CC(=O)NCc1ccc2c(c1)OCO2)C(=O)CCC(=O)Nc1nccs1 | -1.5
COc1ccc(NC(C)C(=O)N/N=C/c2ccccc2OCc2ccc(Br)cc2)cc1 (configuration not stated) | -0.7
OCCOCCn1c(C(CO)Nc2nc(-c3ccc(Cl)cc3)cs2)nc2ccccc21 (configuration not stated) | -1.5
O=C(NCCN1CCOCC1)c1ccc2ccccc2c1 | 5.8
Cc1ccc2nc3ccc(N4CCCC4)nn3c(=O)c2c1 | -0.2
COc1ccc(C(=O)N/C(=C/c2cccnc2)C(=O)N2CCN(C)CC2)cc1OC | 0.9
CCCCCCOc1ccc(/C(C)=N/NC2=NCCN2)cc1[N+](=O)[O-] | -3.8
Cc1ccccc1NC(=O)Cc1cccc(C(F)(F)F)c1 | 0.2
COc1cc(C2CC(=O)NC3=C2C(=O)CC(C)(C)C3)cc(OC)c1O (configuration not stated) | -1.5
Cc1ccc(C)c(N2CCN(c3nnnn3-c3ccccc3)CC2)c1 | -1.7
CCCn1cc(C(=O)OCC)c(=O)c2cc(F)c(F)cc21 | 2.0
OC1O[C@H](c2ccc3c(c2)OCO3)[C@H]2CO[C@H](c3ccc4c(c3)OCO4)[C@@H]12 (some centres not stated) | 6.8
C=C(C)c1cccc(C(C)(C)NC(=O)NCc2cccnc2)c1 | -1.6
Nc1nnc(SCCN2C(=O)c3ccccc3C2=O)s1 | 0.9
O=C(NCCCCCCNC(=O)c1cccs1)c1cccs1 | 3.9
O=C(CC(c1ccco1)S(=O)(=O)c1ccccc1)c1ccccc1 (configuration not stated) | -0.1
C=CCn1c(=O)c2ccccc2n2c(SCC(=O)O)nnc12 | 1.4
COc1cc(C(C)=O)ccc1OCC(O)Cn1nc(C)c(C(C)=O)c1C (configuration not stated) | -0.4
OC1c2cc(Br)ccc2N=C2CCCCCN21 (configuration not stated) | 1.8
FC(F)(F)c1cc(Cl)c2nc(-c3ccc(Cl)cc3)c(Cc3ccccc3)n2c1 | -2.1
COc1ccc(CN2CC(=O)N(c3ccccc3OC)C2=S)cc1OC | 1.1
COc1ccc(N2CCN(C(=O)c3ccc4c(=O)n(Cc5ccc6c(c5)OCO6)c(=O)[nH]c4c3)CC2)cc1 | 0.5
CCCC(=O)NCc1cc(-c2nn(C)c(=O)c3ccccc23)ccc1C | -0.3
COCCn1c(SCC(=O)Nc2nnc(C)s2)nnc1-c1ccoc1C | 4.6
COC(=O)[C@@H](NC(=O)/C=C/c1ccc(OC)cc1)C(C)C | -1.9
O=C(CSc1ccccn1)N1CCN(c2ncc(C(F)(F)F)cc2Cl)CC1 | 1.5
CCOC(=O)c1ccc(NC(=O)CN2C(=O)NC3(CCC(C)CC3)C2=O)cc1 (configuration not stated) | -1.9
CCOc1ccccc1NC(=O)C(OC(=O)c1cc(C)oc1C)c1ccccc1 (configuration not stated) | 0.3
CCOC(=O)C1CCN(C(=O)COC(=O)c2cccc(NS(=O)(=O)c3ccccc3)c2)CC1 | -1.7
CCOC(=O)c1c(C)nc2c(c1-c1ccccc1)C(=O)c1ccccc1-2 | -0.8
CCCCC[C@@H](/C=C/C1C(=O)C=C[C@H]1C/C=C\CCCC(=O)O)OC(C)=O (some centres not stated) | 2.5
Cc1occc1-c1nnc(SCC(N)=O)n1Cc1ccccc1 | 0.5
CCO[C@@H]1c2c(ccc3ccc(=O)oc23)OC(C)(C)[C@@H]1O | -2.9
CCOC(=O)C1(C)CCN1C(=O)c1cccs1 (configuration not stated) | 1.1

Arranged by SMILES length (smallest number first): some entries from above
canonical_smiles | TTR transcr act
Cc1occc1-c1nnc(SCC(N)=O)n1Cc1ccccc1 | 0.5
CCOC(=O)c1c(C)nc2c(c1-c1ccccc1)C(=O)c1ccccc1-2 | -0.8
CCOC(=O)c1ccc(NC(=O)CN2C(=O)NC3(CCC(C)CC3)C2=O)cc1 (configuration not stated) | -1.9

Next results follow:
canonical_smiles | TTR transcr act
C=CCCC(=O)N1C[C@H]2CON(C)[C@H]2C[C@H]1c1cccc(Br)c1 | -0.7
O=C(Nc1ccc(F)cc1)Nc1c(-c2ccccc2)nc2ncccn12 | -0.6
CCOc1ccc(C(CC(=O)O)NC(=O)COc2ccccc2)cc1OC (configuration not stated) | 2.9
COc1cccc(N(C)C(=O)[C@@H](C)[C@@H](O)c2ccc(C(C)=O)cc2)c1 | 1.2
CC(C)(C)C(=O)Nc1scc(-c2ccc(-c3ccccc3)cc2)c1C(=O)O | -1.4
C=CCNC(=O)c1ccc(CN2CCC(Cc3ccccc3)CC2)cc1 | -1.0
N#Cc1ccc(NC(=O)Nc2cccc(C#N)c2)cc1 | -3.6
COc1ccc2c(c1)c(=O)c(C(=O)c1ccc(C)cc1)cn2CC(=O)Nc1ccc(F)cc1 | -2.2
O=C(COC(=O)c1ccc(Cl)c(S(=O)(=O)N2CCN(c3ccc(F)cc3)CC2)c1)Nc1cccc(Cl)c1 | 2.8
O=C(COc1ccccc1)Nc1ccc2c(c1)Cc1cc(NC(=O)COc3ccccc3)ccc1-2 | 0.1
CCN1CCN(C(=O)/C=C/c2ccccc2[N+](=O)[O-])CC1 | 1.4
Cc1ccc(NC(=O)c2cnn(C)c2)cc1[N+](=O)[O-] | -1.0
CC(CCc1ccco1)NC(=O)CCc1nnc2ccc(NCc3ccccc3Cl)nn12 (configuration not stated) | -1.4
O=C(Nc1ccn(CC(=O)N2CCN(c3ccccn3)CC2)c(=O)n1)OCc1ccccc1 | 0.2
CCOc1ccccc1C(=O)Nc1ccc(S(=O)(=O)Nc2cc(OC)nc(OC)n2)cc1 | -2.9
Cc1ccccc1Cn1c(C)cc(C)c(C#N)c1=O | -2.8
CC(NC(=O)Cn1c(=O)oc2cc(S(=O)(=O)N3CCCC3)ccc21)c1ccccc1 (configuration not stated) | -1.3
COc1ccc(C(=O)Nc2cnc3sc(C)nn3c2=O)cc1 | -0.6
Cc1ccc(CNS(=O)(=O)NCc2ccccc2F)cc1 | 2.1
Nc1sc2c([n+]1CCCS(=O)(=O)[O-])CCCC2 | 0.5
CC1(c2nnc(Cc3ccccc3)o2)CC(c2cccc([N+](=O)[O-])c2)=NO1 (configuration not stated) | -1.3
C#CCOCCOCCOCCNc1nc(N2CCN(C(=O)[C@H]([C@@H](C)O)n3cc(CCCCN)nn3)CC2)nc(N2CCN(C(=O)[C@H](CCCCN)n3cc(CCC(=O)O)nn3)CC2)n1 | 2.6
O=C(C[n+]1cc(-c2ccccc2)n2c1CCCCC2)c1ccc(Br)cc1 | -0.3
Cc1c(Cc2ccccc2)c(NCCCO)n2c(nc3ccccc32)c1C#N | -1.2
CCCc1c(C(=O)O)cnn1-c1ccc(Cl)cc1 | 1.5
CC(=O)Nc1cccc(Oc2ccc([N+](=O)[O-])cc2Cl)c1 | 0.9
O=C(Cn1cnc2ccccc2c1=O)N1CCOCC1 | 12*
COc1cccc(Nc2nc(N)nc(CCl)n2)c1 | -0.9
O=C(/C=C/c1ccco1)Nc1ccccc1N1CCOCC1 | 1.8
COC(=O)c1ccc(OCCCCN2CC(C)OC(C)C2)cc1 (configuration not stated) | -1.1
CCOC(=O)C(CCCCCCP(=O)(c1ccccc1)c1ccccc1)NC(C)=O (configuration not stated) | -0.7
CCc1cccc(C)c1NC(=O)CN1C(=O)NC(CCc2ccccc2)C1=O (configuration not stated) | 15*
CC(NC(=O)CN1C(=O)COc2ccccc21)c1ccccc1 (configuration not stated) | 0.9
CCOC(=O)N1CCN(c2c(N3CCc4ccccc4C3)c(=O)c2=O)CC1 | 0.9
O=C(N/N=C/c1cc(Cl)ccc1O)c1ccccc1Br | 2.5
CCOC(=O)C(=C1Nc2ccccc2N1)n1c(-c2cnccn2)nc2ccccc21 | 1.9
CCn1ncc(/C=C/C(=O)c2ccccc2)c1C | -0.7
COc1ccc2nc3c(nc2c1)CCCC3 | 0.2
Cc1cc(C)c(NC(=O)COc2nncc3ccccc23)c(C)c1 | 1.0
O=C1[C@H](Cc2ccccc2)NCC=CC[C@H](c2ccc(Cl)cc2)N1Cc1ccc(Cl)cc1 | -1.1
CCOC(=O)C1Nc2ccc(C(F)(F)F)cc2C2c3ccccc3CC12 (configuration not stated) | -1.3
COc1ccccc1/C=N/Nc1nncc2ccccc12 | 1.6
Cc1ccc(S(C)(=O)=NC(=O)NC(=O)c2c(F)cccc2Cl)cc1 (configuration not stated) | 1.7
Cc1ccc(C(=O)n2nc(C#N)c(C#N)c2N)cc1 | 0.1
COc1cccc(NC(=O)CN(C)C(=O)CNC(=O)c2ccc(C)s2)c1 | 0.2
CCOC(=O)C1(CCOc2ccccc2)CCN(Cc2ccc(CO)o2)CC1 | -2.6
COc1ccc(Nc2nc(=O)c3cc([N+](=O)[O-])ccc3s2)cc1 | -0.6
COc1ccc(C(=O)C(C)[n+]2ccc(-c3nnc4n3CCCCC4)cc2)cc1 (configuration not stated) | 0.2
Cc1cc(=O)n(Cc2ccc(OC(C)C)cc2)c(=S)[nH]1 | -0.5
COC(=O)c1ccccc1NC(=O)c1cc2sccc2n1C | 2.8
Cc1nc2ccsc2c(=O)n1-c1cccc(Cl)c1 | 1.0

Only part of the results is shown; the hit share may differ from the screen's.
